GPR55 LPI antagonism: GPR55 antagonists blocking LPI-driven arrestin recruitment, primary screen, imaging, U2OS, beta-arrestin-GFP, LPI agonist (AID 2013); U2OS GPR55 beta-arrestin-GFP translocation imaging, LPI antagonism; higher % means a stronger effect; inhibition, % at 10 µM; hits with a dose series show IC50 in µM; 290,000 compounds, 0.13% hits;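 active means spots per cell inhibited over 60%, with over 100 cells counted and total cytoplasm intensity under 500,000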;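 further: U2OS cells stably carrying GPR55 and arrestin-GFP stimulated by 5 µM LPI near EC80; imaged beta-arrestin-GFP aggregate spots per cell after agonist stimulation; plate controls were LPI-stimulated DMSO wells for no effect and DMSO wells without LPI for full effect; some results filed as inactive read as strong as hits; confirmed hits need IC50 under 10 µM and bright autofluorescent wells are also inconclusive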
KOR beta-arrestin-1: KOR antagonists, beta-arrestin recruitment, cell-based, luminescence, uHTS (AID 1778). KOR beta-arrestin recruitment, luminescence, antagonist mode; higher % means a stronger effect. one-dose inhibition, % at 10 µM; IC50 in µM for titrated hits. 290,000 compounds, 0.091% hits; further: strong numbers were not always called active
HIV fusion peptide: cell-free HIV fusion peptide-binding blockers – biochemical, uHTS, fluorescence dequenching, primary screen (AID 1986) | inhibition, % at 20 µM, or IC50 in µM where a hit was titrated | cell-free peptide binding, fluorescence dequenching, 30 min; higher % means a stronger effect | 290,000 compounds, 0.3% hits; in the data active means inhibition mostly above about 52%, no sharp cut-off; inactive means mostly below about 76%; further: some results filed as inactive read as strong as hits
GPR35 antagonists: GPR35 antagonists blocking zaprinast-driven arrestin recruitment, primary screen, imaging, U2OS, beta-arrestin-GFP, zaprinast agonist (AID 2058). U2OS GPR35 beta-arrestin-GFP translocation imaging, zaprinast antagonism; higher % means a stronger effect. inhibition, % at 10 µM; hits with a dose series show IC50 in µM. 290,000 compounds, 0.052% hits;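 active means inhibition of at least 50% with at least 30 cells and total cytoplasm GFP at most 10,000,000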
HEK293 NOD2/NF-kB: inhibition of NOD2-driven NF-kB reporter – cell-based, luminescence, uHTS, HEK293 (AID 1566) | HEK293 NOD2/NF-kB luciferase reporter, luminescence; higher % means a stronger effect | one-dose inhibition, % at 4 µM; EC50 in µM for titrated hits | 290,000 compounds, 0.63% hits; further: many of its hits are not listed in these tables
GPR55 activation: GPR55 agonists via beta-arrestin recruitment, primary screen, imaging, U2OS cells, beta-arrestin-GFP redistribution (AID 1961); 290,000 compounds, 0.048% hits; activation, % at 10 µM; hits with a dose series show EC50 in µM; U2OS GPR55 beta-arrestin-GFP redistribution imaging; higher % means a stronger effect;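 active means activation above 40% with more than 50 cells counted in the well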;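 further: U2OS osteosarcoma cells stably expressing GPR55 and beta-arrestin-GFP; plate controls were DMSO negative control for no effect and LPI positive control for full effect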
KOR beta-arrestin-2: kappa opioid receptor activators – cell-based, luminescence, uHTS, primary screen (AID 1777) | KOR beta-arrestin recruitment, luminescence; higher % means a stronger effect | one-dose activation, % at 10 µM; EC50 in µM for titrated hits | 280,000 compounds, 0.02% hits; in the data active means activation above about 50%, passing the limit was not always enough; further: a part of the inactive calls stands beside numbers as strong as those of hits
NOD1 inhibition: inhibition of NOD1-driven NF-kB reporter – cell-based, luminescence, uHTS, primary screen (AID 1578). NOD1-driven NF-kB luciferase reporter cells, luminescence; higher % means a stronger effect. 290,000 compounds, 1% hits. inhibition, % at 4 µM; hits with a dose series show EC50 in µM; in the data active means inhibition mostly above about 36%, no sharp cut-off; inactive means mostly below about 34%;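 further: HEK-293T reporter cells stimulated with the NOD1 agonist gamma-tri-DAP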
Myeloid diff 2: myeloid differentiation induction. ER-HoxA9 myeloid progenitors, lysozyme-GFP differentiation, flow cytometry. calls only at 10 µM. 360,000 compounds, 1% hits;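 active means normalized GFP-positive differentiation at or above the plate's own cutoff, the solvent-only control mean plus 3 SD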;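 further: cells exposed to compound for four days before flow analysis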
Myeloid diff 2 GFP+ MAC1+ %: second read-out of Myeloid diff 2, no call of its own (marks repeat the call); GFP+ MAC1+ double positive, %; measured here: differentiation confirmed by MAC1 staining
The depositor's hits bear a star; i = inactive; . = not tested or not shown; + = active, no number; [ ] = remark or other dose. Unless noted, no stated cut-off is given here; in the data, active means inhibition above about 50%; inactive means the rest. Not all compounds are listed; rates above refer to the full screens.

structure,GPR55 LPI antagonism,KOR beta-arrestin-1,HIV fusion peptide,GPR35 antagonists,HEK293 NOD2/NF-kB,GPR55 activation,KOR beta-arrestin-2,NOD1 inhibition,Myeloid diff 2,Myeloid diff 2 GFP+ MAC1+ %
COc1ccc(-c2nnc3sc(-c4ccccn4)nn23)cc1,-8%,-11%,3.4%,-15%,11%,-0.2%,-2.3%,-23%,.,.
CCOc1ccc(C2CC(=O)NC(SCC(=O)OC)=C2C#N)cc1 (stereo unspecified),7%,-60%,3.6%,-2%,19%,0.3%,-5.2%,-45%,i,1.5
COC(=O)c1cc(S(=O)(=O)N(C)C2CCCCC2)oc1C,0%,30%,-0.9%,10%,13%,0.2%,1.1%,-3%,i,0.4
Nc1ccn(Cc2ccccc2)n1,-1%,-32%,-1.2%,0%,14%,0.0%,-1.7%,-39%,i,0.4
CN(C)/C=C/C(=O)c1ccc(Cl)cc1Cl,11%,8%[20 µM],1.6%,19%,7%,-0.1%,-6.3%,-38%,i,0.3
COc1ccc(CCN(C)C(=O)c2cc(=O)c3ccccc3o2)cc1OC,-7%,-34%,0.3%,10%,5%,-0.1%,4.6%,-3%,i,1.7
COC(=O)NC1CCC(CC2CCC(NC(=O)OC)CC2)CC1 (stereo unspecified),.,3%,0.5%,16%,25%,-0.1%,-1.3%,29%,i,1.7
O=C(COc1ccccc1)N=C1SC2CS(=O)(=O)CC2N1Cc1ccccc1 (stereo unspecified),0%,0%,-0.3%,17%,19%,-0.1%,0.2%,2%,i,2.5
CCOC(=O)c1sc(=NC(=O)c2cccc(Br)c2)n(C)c1C,24%,-3%,-0.9%,-9%,-7%,0.2%,-1.1%,-71%,i,2.7
CC1Cc2cc(/C(O)=C3/C(=O)C(=O)N(Cc4cccnc4)C3c3cccc(O)c3)ccc2O1 (stereo unspecified),8%,-9%,0.4%,11%,2%,-0.2%,-6.6%,-27%,i,1.0
Cc1cc(N2C(=O)c3ccccc3C2=O)n(C)n1,-6%,2%,-2.4%,6%,-34%,-0.2%,0.6%,7%,i,0.5
COc1ccc(CNC(=O)c2csc(Cc3ccc(OC)cc3)n2)cc1,19%,-28%,1.9%,4%,22%,0.3%,3.1%,1%,i,0.6
Cc1ccc(Cn2cccc(NS(C)(=O)=O)c2=O)cc1,15%,-22%[20 µM],26%,-3%,11%,-0.1%,-1.8%,-15%,i,1.0
Cc1c(CN2CCN(C)C(CCO)C2)[nH]c2c(Cl)cccc12 (stereo unspecified),-14%,-46%[20 µM],0.8%,6%,-27%,0.1%,0.9%,6%,i,0.2
CCCCNC(=O)c1cc2n(n1)C(C(F)(F)F)CC(c1ccccc1)N2 (stereo unspecified),14%,23%,-2.2%,-3%,12%,0.0%,-1.6%,-12%,i,7.2
O=C(COc1ccc(Cl)cc1)NNC(=O)C(=O)NC1CCCCC1,0%,-17%,14%,5%,-4%,0.0%,5.9%,-31%,i,0.5
CCOC(=O)c1c(NC(=O)CCNCc2ccco2)sc2c1CCC2,4%,-18%,-0.8%,10%,25%,0.9%,0.1%,-4%,.,.
O=C(NCCc1ccccc1)C1CCCN(c2nc3ccccc3s2)C1 (stereo unspecified),7%,-50%,0.4%,6%,6%,0.0%,0.2%,-9%,i,1.8
CCCOc1ccc(C(=O)NCCCn2ccnc2)cc1,-9%,-47%,-1.9%,6%,14%,-0.1%,6.1%,.,i,1.4
CCCCC(=O)NCc1ccc2c(c1)cc(C)n2C,0%,6%,11%,7%,-5%,0.2%,5.1%,19%,i,0.3
COCCNc1nc2ccccc2n2cnnc12,-8%,9%,-0.6%,-19%,-1%,0.0%,-5.3%,-1%,i,0.5
COc1cccc(C(=O)NCCSc2ccc(F)cc2)c1,4%,-4%,0.5%,8%,-74%,-0.3%,-0.8%,-53%,i,0.0
Cc1csc(NC(=O)CSc2nc3ccccc3c(=O)[nH]2)n1,12%,10%,0.9%,-4%,3%,-0.1%,-3.3%,-31%,i,2.2
CC1CCCC(NC(=O)C2CCN(S(=O)(=O)N3CCCCCC3)CC2)C1C (stereo unspecified),-4%,16%,1.9%,12%,-3%,-0.2%,4.2%,-19%,i,0.4
COc1ccc([N+](=O)[O-])cc1NC(=O)CC(c1ccccc1)c1ccccc1,-2%,-44%,-1.4%,0%,-9%,0.1%,7.4%,2%,i,1.4

Entries of single compounds as entered above. Order of values: GPR55 LPI antagonism	KOR beta-arrestin-1	HIV fusion peptide	GPR35 antagonists	HEK293 NOD2/NF-kB	GPR55 activation	KOR beta-arrestin-2	NOD1 inhibition	Myeloid diff 2	Myeloid diff 2 GFP+ MAC1+ %
O=C(NCCc1ccccc1)C1CCCN(c2nc3ccccc3s2)C1 (stereo unspecified) in the list: 7%	-50%	0.4%	6%	6%	0.0%	0.2%	-9%	i	1.8
COC(=O)c1cc(S(=O)(=O)N(C)C2CCCCC2)oc1C in the list: 0%	30%	-0.9%	10%	13%	0.2%	1.1%	-3%	i	0.4

(list continues)
structure,GPR55 LPI antagonism,KOR beta-arrestin-1,HIV fusion peptide,GPR35 antagonists,HEK293 NOD2/NF-kB,GPR55 activation,KOR beta-arrestin-2,NOD1 inhibition,Myeloid diff 2,Myeloid diff 2 GFP+ MAC1+ %
COc1ccc(/C=N/NC(=O)c2nc(-c3ccccc3)n(-c3ccccc3)n2)cc1OC,-16%,-68%,-2.5%,-10%,-4%,0.5%,0.3%,0%,i,1.0
CN(c1ccc(OCC(=O)OCC(=O)NC2CCCC2)cc1)S(=O)(=O)c1ccc2ccccc2c1,14%,-28%,0.1%,6%,-1%,0.3%,-0.8%,-24%,.,.
CCCCOP(=O)(c1ccc(N(C)C)cc1)C(O)c1c(Cl)cccc1Cl (stereo unspecified),5%,14%,0.1%,-1%,2%,-0.1%,-0.2%,-5%,i,0.3
CCOc1ccc2nc(SCc3cccc(C)c3)nc(C)c2c1,-3%,-76%,0.7%,7%,9%,0.3%,11%,-4%,i,0.3
CC(=O)N(c1ccccc1)c1c(F)c(F)c(F)c(F)c1F,7%,-26%,-2.3%,1%,14%,-0.1%,-6.4%,-2%,i,1.2
CN(C)S(=O)(=O)c1ccc(C(=O)Nc2nnc(SCc3cccc(F)c3)s2)cc1,6%,-13%,-0.4%,.,-3%,0.1%,6.9%,-28%,i,0.4
CC1=[N+]([O-])C(C)(C)N(O)C1(C)C,-3%,-11%,1.3%,6%,10%,0.3%,3.5%,3%,i,0.1
Cc1ccc(C(=O)N[C@H](C(=O)OCC(=O)NC2CCS(=O)(=O)C2)C(C)C)cc1 (stereo partly specified),12%,1%,-0.5%,12%,5%,0.1%,-1.8%,-36%,i,0.7
Cc1cc(NC(=S)N(Cc2cccc(Br)c2)CC2CCC(C(=O)O)CC2)ccc1Cl (stereo unspecified),8%,-44%,49%,5%,8%,-0.6%,3.5%,-7%,i,0.4
O=C(O)/C=C/C(=O)Nc1c(F)cccc1F,-7%,11%,-1.1%,10%,2%,0.5%,0.1%,-11%,i,0.7
Cc1ccc(N2CCN(S(=O)(=O)c3ccc4oc(=O)ccc4c3)CC2)cc1Cl,-12%,-224%,-1.2%,-6%,4%,-0.2%,-1.5%,-27%,i,0.8
O=C(COC(=O)c1cc([N+](=O)[O-])ccc1N1CCOCC1)Nc1ccc(Cl)cc1,0%,55%,-1.5%,-2%,17%,-0.1%,-6.3%,10%,i,0.1
CC(C(=O)NCc1ccccc1)N1C(=O)c2ccccc2C1=O (stereo unspecified),-27%,-36%[20 µM],0.1%,10%,8%,-0.1%,-1.2%,-10%,.,.
O=C(CCN1C(=O)c2cccc3cccc(c23)C1=O)N1CCN(c2ccccc2F)CC1,10%,-35%,-0.7%,9%,-1%,0.2%,29%,-16%,i,0.2
COc1ccc2c(c1)Cc1sc(NC(=O)c3ccco3)nc1-2,12%,-12%,11%,5%,-118%,0.0%,0.6%,-9%,i,0.8
N#C/C(=C\c1cn[nH]c1-c1ccc(Cl)cc1)C(=O)NCc1ccccc1,-4%,-9%,-0.9%,-17%,13%,-0.2%,-5.5%,34%,i,1.1
O=C(CN1CCN(c2ncc(C(F)(F)F)cc2Cl)CC1)Nc1ccc2c(c1)OCO2,11%,26%,-2.6%,-13%,-39%,-0.2%,-0.1%,-18%,i,1.7
CSCCC(NS(=O)(=O)c1cccs1)C(=O)NCc1ccccc1 (stereo unspecified),1%,30%,2.6%,-2%,1%,-0.1%,-1.8%,-40%,i,0.0
Cn1cnc2c1c(=O)n(Cc1c(Cl)cccc1Cl)c(=O)n2C,-15%,8%,-0.9%,5%,7%,-0.1%,-4.2%,-5%,i,1.1
C=CCn1c(SCC(=O)NC(=O)NCC(C)C)nnc1C1CCCCC1,1%,26%,7.7%,-5%,7%,1.1%,-3.2%,-12%,i,0.6
CCC[C@@H]1C[C@@H](C(=O)NC(C(C)Cl)[C@H]2O[C@H](SC)[C@H](O)[C@@H](O)[C@H]2O)N(C)C1 (stereo partly specified),-2%,-24%[20 µM],-0.3%,4%,6%,0.3%,0.3%,-25%,i,3.2
O=C(NCC1CCCO1)c1nn2c(C(F)(F)F)cc(-c3cccs3)nc2c1Br (stereo unspecified),5%,-1%,6.5%,21%,22%,-0.2%,-3.3%,-31%,i,3.4
COc1ccc(Cl)cc1C(=O)Nc1nc(C)cc(C)n1,-4%,-42%[20 µM],-0.3%,-9%,9%,-0.1%,-1.3%,5%,i,0.4
Cc1ccccc1-n1nc(C(=O)c2cccs2)cc(-c2nc3ccccc3[nH]2)c1=N,-8%,0%,1.4%,-2%,-8%,-0.2%,-3.7%,-8%,i,1.7
CSc1cccc(NC(=S)N(Cc2ccccc2)Cc2ccccn2)c1,9%,10%,2.3%,-8%,0%,0.1%,-3.9%,-37%,i,0.8
S=c1[nH]nc(-c2cc3ccccc3o2)n1Cc1ccccc1,6%,-20%,-0.4%,-11%,-11%,0.9%,-3.4%,-33%,i,0.8
COc1ccc(/C=N/NC(=O)CSc2ccccn2)cc1OC,6%,-8%,-0.2%,-6%,2%,0.3%,1.0%,-2%,i,1.3
O=C(O)c1ccc(-n2c(/C=C/c3cccc([N+](=O)[O-])c3)nc3ccccc3c2=O)cc1,-8%,-37%,1.4%,-3%,-30%,0.0%,-0.4%,-9%,i,0.4
Cc1ccc(OCC(=O)NCCCNC(=O)c2ccncc2)cc1,0%,13%,-2.4%,13%,-36%,0.4%,-3.9%,21%,i,0.3
CCC(C)/C(C)=N/NC(=O)c1ccc(COc2ccc(Cl)c(C)c2)cc1 (stereo unspecified),11%,0%,0.2%,-1%,-31%,0.3%,5.2%,-49%,+,1.1*
CCn1cc(C(=O)NCc2ccccc2OC)c(=O)c2cc(S(=O)(=O)N(C)C)ccc21,-5%,32%,-1.1%,3%,2%,-0.1%,-1.3%,-7%,i,1.9

Screening data: PubChem, several laboratories
